Source: PubChem BioAssay
Tb PFK inh – qHTS Assay to Find Inhibitors of T. brucei phosphofructokinase | T. brucei PFK, ADP-Glo luminescence | Potency, µM (highest dose often 57.5 µM), without a hit: top-dose activity, negative = inhibition, actives largely listed as inhibitors | 330,000 compounds, 0.17% hits;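 also: potency is read from the fitted curve at half-maximal effect; 0% = uninhibited 1x PFK enzyme wells and -100% = no-enzyme wells; nearly all actives have a fitted effect of over 60% in size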
Target sequence (O15648 whole entry, looked up): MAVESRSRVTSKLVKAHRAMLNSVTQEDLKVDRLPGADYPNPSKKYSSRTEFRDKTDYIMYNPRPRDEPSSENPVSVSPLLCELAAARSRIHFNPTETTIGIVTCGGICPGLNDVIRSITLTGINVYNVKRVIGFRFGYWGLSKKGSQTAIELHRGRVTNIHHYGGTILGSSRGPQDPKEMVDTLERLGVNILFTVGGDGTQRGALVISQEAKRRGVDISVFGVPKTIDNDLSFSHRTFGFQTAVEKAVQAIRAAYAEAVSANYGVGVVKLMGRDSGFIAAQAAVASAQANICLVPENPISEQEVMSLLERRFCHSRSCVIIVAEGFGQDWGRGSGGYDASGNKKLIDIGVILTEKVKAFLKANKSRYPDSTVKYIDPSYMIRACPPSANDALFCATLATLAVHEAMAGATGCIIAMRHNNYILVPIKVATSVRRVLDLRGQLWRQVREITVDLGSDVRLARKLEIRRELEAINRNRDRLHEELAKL
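PFK 1.25 nM, F6P 0.5 mM, ATP 0.1 mM, 0.1 M TEA pH 8.0, 5 mM MgCl2, 0.01% Tween20, 0.1% BSA; 45 min RT. ADP-Glo readout. qHTS titration up to 57 uM; curves fitted, compounds curve-classed.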
Gal4-VP16 FLuc – VP16 counterscreen qHTS for inhibitors of ROR gamma transcriptional activity; Drosophila S2 Gal4-VP16 UAS-luciferase, luminescence, 20 h; Potency, µM (titrated, usually from 53.6 µM), without a hit: at the top dose activity, negative = inhibition, most hits filed as inhibitors; 310,000 compounds, 3.5% hits; AID 2546, 2010;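 also: Gal4-VP16 expression switched on by copper sulfate through the metallothionein promoter; potency is read from the fitted curve at half-maximal effect; % is scaled to controls: 0 for no effect and ±100 for the full control effect; nearly all actives have a fitted effect of over 50% in size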
Rab9 promoter act – qHTS Assay for Rab9 Promoter Activators; AID 485297, 2010; 320,000 compounds, 2.8% hits; Huh7 Rab9 promoter-luciferase reporter, luminescence, 24 h; Potency, µM (top dose mostly 9.22 µM), for inactives: top-dose activation, negative = inhibition, most hits filed as activators; also: potency is read from the fitted curve at half-maximal effect; % of control where 0% means no effect; nearly all actives have a fitted effect of over 60% in size
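Luminescence from Amplite-detected luciferase (10 minutes, ambient) reports Rab9 promoter activation. Before that, stable Rab9-luciferase Huh7 cells (1500/well, reduced-serum OP-MEM I plus 10% FBS) were exposed to compound for 24 hours at 37C.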
BRCA1 expr up – qHTS Assay to Identify Small Molecule Activators of BRCA1 Expression. MCF7-BRCA1-FFLuc reporter, luminescence, 48 h; response scale: scaled: vehicle 0%, 10 µM genistein 100%. Potency, µM (highest dose often 46.1 µM), inactives show at the highest dose activation, actives largely listed as activators. 380,000 compounds, 1.1% hits. AID 624202, 2012; also: potency is read from the fitted curve at half-maximal effect; nearly all actives have a fitted effect of over 80% in size; some results filed as inactive show a strong effect at the top dose
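Using MCF7 cells harboring a BRCA1 firefly luciferase reporter, plated 2 h before compound pinning, the screen measured luminescence after 48 h incubation. Responses were normalized to DMSO and 10 microM genistein, then fitted for concentration-effect.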
FLuc counter – qHTS profiling assay for firefly luciferase inhibitor/activator using purifed enzyme and Km concentrations of substrates (counterscreen for miR-21 project); Luciferin 4-monooxygenase (Photinus pyralis), P08659; purified FLuc, Km substrates, luminescence inhibition; 360,000 compounds, 6.9% hits; Potency, µM (series often up to 57.5 µM), for the others: at the highest dose activity change, negative = inhibition, hits mostly inhibitors; AID 588342, 2011;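 also: potency is read from the fitted curve at half-maximal effect; plate controls were vehicle for no effect and reference inhibitor for full effect; nearly all actives have a fitted effect of over 55% in size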
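Purified P. pyralis luciferase (10nM final) with 10uM D-luciferin and 10uM ATP (Km levels) in 50mM Tris acetate pH 7.5, 10mM Mg acetate, 0.01% Tween-20, 0.05% BSA; qHTS 6-point titration, ~60 µM downward; luminescence read.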
ELG1 DNA repair – qHTS screen for small molecules that inhibit ELG1-dependent DNA repair in human embryonic kidney (HEK293T) cells expressing luciferase-tagged ELG1. HEK293T ELG1-luciferase reporter, luminescence, 16 h; DNA damage induced by 5-fluorouridine. Potency, µM (highest dose often 46.1 µM), for the others: at the top dose activity change, negative = inhibition, usual class: inhibitors. 330,000 compounds, 2.3% hits. AID 504467, 2011; also: potency is read from the fitted curve at half-maximal effect; % is scaled to controls: 0 for no effect and ±100 for the full control effect; nearly all actives have a fitted effect of over 55% in size
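DMSO vehicle served as the neutral condition. Each well held 2,000 cells given 5-fluorouridine plus compound; after 16 hr at 37 °C/5% CO2, ONE-Glo was added and luciferase measured 30 min later.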
TRPV1 ag – HTS Assay for Compounds that Act as Agonists of the Vanilloid Receptor 1 | 320,000 compounds, 0.19% hits | Transient receptor potential cation channel subfamily V member 1 (Homo sapiens), Q8NER1 | activation, % at 8.33 µM | TRPV1-expressing cells, Fluo-8 calcium influx, agonist mode; in the data active = activation above about 80%; inconclusive = between about 30% and that limit; also: 0% is about no effect
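Fluo-8 calcium influx in TRPV1-expressing cells, kinetic read (ex 480/em 520 nm). Compound added and read 3 min for agonist activity, followed by capsaicin at EC20 final and 2 min further read for enhancement.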
RORg inh – qHTS for inhibitors of ROR gamma transcriptional activity; Nuclear receptor ROR-gamma (Mus musculus), P51450; Drosophila S2 Gal4-RORgamma UAS-luciferase reporter, 20 h; Potency, µM (doses to about 53.6 µM), for the others: top-dose activity change, negative = inhibition, hits mostly inhibitors; 310,000 compounds, 5.4% hits; also: potency is read from the fitted curve at half-maximal effect; % is scaled to controls: 0 for no effect and ±100 for the full control effect; nearly all actives have a fitted effect of over 60% in size
Target sequence (P51450 whole entry, looked up, the tested form may be a part): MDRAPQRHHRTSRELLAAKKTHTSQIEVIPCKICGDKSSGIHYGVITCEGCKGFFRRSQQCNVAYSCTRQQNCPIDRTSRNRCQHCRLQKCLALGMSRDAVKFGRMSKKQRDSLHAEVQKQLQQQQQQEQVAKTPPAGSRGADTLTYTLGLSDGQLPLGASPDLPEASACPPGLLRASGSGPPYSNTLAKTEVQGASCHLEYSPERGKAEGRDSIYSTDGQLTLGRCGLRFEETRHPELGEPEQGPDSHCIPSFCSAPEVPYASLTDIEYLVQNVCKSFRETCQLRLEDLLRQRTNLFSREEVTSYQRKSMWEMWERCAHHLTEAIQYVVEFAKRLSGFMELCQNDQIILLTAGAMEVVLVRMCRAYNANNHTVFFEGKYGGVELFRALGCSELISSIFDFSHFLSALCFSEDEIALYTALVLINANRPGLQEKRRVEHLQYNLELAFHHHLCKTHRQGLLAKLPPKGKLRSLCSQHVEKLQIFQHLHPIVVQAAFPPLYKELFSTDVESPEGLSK
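Stable Schneider cell line, Gal4 DNA-binding domain fused to ROR gamma, UAS-luciferase. Cmpd 1 hr RT → CuSO4 700 uM final → 20 hr RT → luciferase reagent 10 min → luminescence.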
ELG1 genotox – qHTS screen for small molecules that induce genotoxicity in human embryonic kidney (HEK293T) cells expressing luciferase-tagged ELG1; Potency, µM (highest dose often 46 µM), inactives show at the top dose activity change, positive = activation, usual class: activators; AID 504466, 2011; HEK293T ELG1-luciferase reporter, luminescence, 16 h; 330,000 compounds, 1.3% hits; also: potency is read from the fitted curve at half-maximal effect; % of control where 0% means no effect; nearly all actives have a fitted effect of over 60% in size
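Genotoxic stress is detected as increased luminescence from luciferase-tagged ELG1 in HEK293T cells, measured with ONE-Glo after a 16 hr treatment at 37 °C.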
p53 reactivation – qHTS assay for re-activators of p53 using a Luc reporter | Potency, µM (series often up to 92.2 µM), without a hit: at the highest dose activity change, positive = activation, most hits filed as activators | H1299 p53-A138V BP100-luciferase reporter, luminescence, 24 h | AID 504706, 2011 | 320,000 compounds, 0.063% hits; also: potency is read from the fitted curve at half-maximal effect; % of control where 0% means no effect; nearly all actives have a fitted effect of over 45% in size
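H1299 (p53-null), stable ts p53-A138V + BP100-Luc; 1000 cells/well, Opti-MEM/10% FBS; cpd 4 pt, 1:5; 24 h, 37 deg C, 5% CO2; detection reagent 10 min RT; luminescence.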
NPC1 prom act – qHTS Assay for NPC1 Promoter Activators | Potency, µM (highest dose often 9.22 µM), for inactives: at the highest dose activation, hits mostly activators | 320,000 compounds, 2.4% hits | Huh7 NPC1 promoter luciferase reporter, 24 h;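 also: potency is read from the fitted curve at half-maximal effect; % of control where 0% means no effect; nearly all actives have a fitted effect of over 60% in size; reporter is driven by a mutant NPC1 promoter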
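Huh7 cells stably carrying NPC1 promoter–luciferase, plated in Opti-MEM with 10% FBS for 2 h, were exposed to compound in DMSO for 24 h at 37 °C; luciferase reagent was added for 10 min and luminescence read.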
Starred values were filed as active, the others as inactive; u = inconclusive; x = no result given; [ ] = remark or other dose. Unless noted, calls follow the shape of the dose curve; as a rule, active = well fitted curve in the direction sought with a large enough effect; inconclusive = small, poorly fitted or top-dose-only effect, or another doubt; inactive = no such curve, though single readings can be large; an effect the other way counts as inactive or inconclusive.

SMILES | Tb PFK inh | Gal4-VP16 FLuc | Rab9 promoter act | BRCA1 expr up | FLuc counter | ELG1 DNA repair | TRPV1 ag | RORg inh | ELG1 genotox | p53 reactivation | NPC1 prom act
COc1ccc2c(CC(=O)OCC(=O)NC(N)=O)coc2c1 | 0% | -9% | 2% | 35% | -2% | -6% | 5 | 12% | -1% | 1% | 2%
CCOC(=O)C1CCCN(C(=O)c2cc3nc(-c4ccc5c(c4)OCO5)cc(C(F)(F)F)n3n2)C1 (configuration not stated) | 3% | -12% | -1% | -18% | -3% | u | 14 | -25% | -8% | -2% | -5%
CCOC(=O)c1ccc(CNC(=O)C2CCC(=O)N(CCc3ccccc3)C2)o1 (configuration not stated) | 2% | 9% | 0% | 3% | 3% | 22% | 3 | 6% | 0% | 7% | 1%
Cc1cccc(-c2nnc(SCC#N)n2-c2cccc(Cl)c2)c1 | -3% | 6% | -1% | 0% | -1% | -10% | -3 | -26% | -1% | -9% | -3%
Cc1ccc(NC(=O)CCSc2nnc3ccccn23)cc1 | 0% | -14% | 0% | 1% | 1% | 8% | -1 | 30% | 1% | -3% | -1%
COc1ccc(CCNC2CC(=O)N(CCc3ccc(OC)c(OC)c3)C2=O)cc1OC (configuration not stated) | -5% | 0% | 0% | -7% | -1% | 1% | -1 | u | 3% | -4% | -1%
CCOC(=O)N1CCC(NCCNC(=O)c2ccc(F)cc2)CC1 | 3% | x | 0% | 0% | 5% | 17% | -4 | x | -3% | -10% | -4%
O=C(Nc1ccccc1Cl)c1cc(S(=O)(=O)N2CCCCC2)ccc1N1CCOCC1 | -1% | -6% | -3% | -11% | -9% | -3% | 28 | 6% | -8% | 1% | -1%
Cn1ccnc1C1CCCCN1Cc1nc(-c2ccc(Cl)cc2)no1 (configuration not stated) | -10% | u | -5% | -9% | -3% | -9% | 1 | 10µM* | -6% | -4% | -3%
CC(CCN1C(Nc2ccccc2)=NC[C@@H]1Cc1ccccc1)c1ccccc1 (some centres not stated) | 3% | 4% | 1% | 0% | 1% | u | 16 | 5% | -3% | x | -1%
Cc1cc(C(=O)OC(C)C(=O)N2CCc3ccccc32)ccc1[N+](=O)[O-] (configuration not stated) | -6% | x | -1% | -7% | 3% | -2% | 4 | x | 18% | 1% | -1%
N#Cc1c(N)n(CCNC(=O)c2ccc(Cl)cc2)c2nc3ccccc3nc12 | 5% | -19% | -6% | -17% | 2% | u | -3 | -26% | -3% | -1% | -2%
Cc1cc(C)nc(N/N=C/C2=C(N3CCOCC3)C(=C\c3ccc(Cl)cc3)/CC2)n1 | -1% | u | -16% | -33% | 2% | u | 16 | 10µM* | -6% | 2% | -10%
CCc1nc(C(N)=O)c2[nH]c(=O)n(-c3ccc(OC)cc3OC)c2n1 | -18% | -10% | 7% | -2% | -1% | 4% | -2 | -30% | 6% | -2% | -2%
NC(=O)c1ccsc1N | -3% | -1% | -4% | x | 0% | 7% | -2 | 0% | 0% | 5% | -1%
Cc1[nH]c2ccccc2c1C(=O)COC(=O)c1ccccc1O | 17% | x | x | 46% | x | u | x | x | 13% | u | x
CC(Oc1ccc2c3c(c(=O)oc2c1)CCCC3)C(=O)NCC(O)c1ccccc1 (configuration not stated) | -3% | -9% | -1% | -16% | -11% | -3% | 1 | -5% | 1% | 0% | 1%
Cc1ccc(C(C)C)cc1OCCCCN1CCCC1 | 0% | -4% | -3% | 3% | -1% | 6% | -4 | -2% | -8% | -9% | 2%
CC1CCC(C(C)C)C(OCC(O)CN2CCN(Cc3ccccc3)CC2)C1 (configuration not stated) | 1% | -17% | -4% | -68% | 1% | u | 17 | 0% | -13% | 2% | -4%
O=C(CCNS(=O)(=O)c1ccc2ccccc2c1)NCCOc1ccccc1 | -2% | x | -1% | -24% | -2% | -23% | 1 | x | 0% | -9% | 0%
CCOC(=O)c1c(C)[nH]c(C(=O)NCCc2ccc(OC)c(OC)c2)c1C | -5% | -7% | -8% | -21% | 7% | -13% | 5 | -3% | -4% | -4% | 0%
O=C(Nc1ccccc1C(=O)O)c1cc(S(=O)(=O)N2CCCCC2)c(Cl)cc1Cl | 14% | 17% | 12% | 59% | u | u | -1 | 1% | -18% | 12% | -1%
CN1CCN(C(CNC(=O)C(=O)NC2CCCC2)c2ccc(F)cc2)CC1 (configuration not stated) | 0% | x | -9% | 1% | 2% | 19% | 1 | x | 4% | 7% | -4%
Cc1ccc(N2CCN(c3cc(C)nc4nc(C)nn34)CC2)c(C)c1 | -1% | 16% | -3% | -2% | 7% | 10% | u | -11% | -2% | 5% | -3%
O=[N+]([O-])C(=C1Nc2ccccc2N1)/C(Cl)=C(/Cl)Br | 1% | -27% | -4% | -34% | u | 14% | 2 | u | 2% | 11% | 2%

More results follow:
SMILES | Tb PFK inh | Gal4-VP16 FLuc | Rab9 promoter act | BRCA1 expr up | FLuc counter | ELG1 DNA repair | TRPV1 ag | RORg inh | ELG1 genotox | p53 reactivation | NPC1 prom act
Cc1cccc(N2CCN(C(=O)CNC(=O)C3CCCCC3)CC2)c1C | 1% | x | -4% | 16% | u | u | 6 | x | 6% | 18% | 5%
Cc1onc(-c2ccccc2Cl)c1C(=O)Nc1cnn(Cc2ccccc2)c1 | -16% | 1% | -6% | 1% | 3% | -6% | 15 | 7% | -13% | 6% | 5%
Cc1nc(CCNC(=O)CC2C(=O)NCCN2Cc2ccc(F)cc2)sc1C (configuration not stated) | 4% | 1% | 0% | -2% | -3% | 4% | -1 | -14% | 0% | -2% | -2%
Cc1cc(C)c(-c2cc(NC(=O)CSc3n[nH]c(N)n3)n(-c3ccccc3)n2)cc1C | 15% | -20% | -2% | -5% | u | -8% | u | 31% | -1% | -4% | 1%
COc1ccc(Nc2ccc(N3C(=O)CC(C)C3=O)cc2[N+](=O)[O-])cn1 (configuration not stated) | 0% | 1% | -7% | -18% | 1% | -13% | -1 | 7% | 4% | -1% | -6%
CCOC(=O)C1(Cc2cccc(Cl)c2)CCCN(C2CCN(C(C)=O)CC2)C1 (configuration not stated) | -6% | 5% | 0% | -2% | -1% | 2% | u | -5% | -1% | -4% | -1%
COc1ccc(NC(=O)COc2ccccc2C#N)c(S(=O)(=O)N2CCCCC2)c1 | 4% | -1% | 6% | -12% | 1% | 21µM* | 2 | 20% | -2% | -1% | 4%
Cc1ccc(NC(=O)COC(=O)/C=C/c2cccs2)c(C)c1 | 1% | -1% | -1% | -13% | -2% | 0% | -1 | 14% | 0% | -1% | 1%
COc1cc(/C=N\Nc2nncn2N)ccc1OC(C)=O | -1% | x | 0% | -75%[inhibitor] | u | 13% | 2 | x | 7% | x | -5%
CCOC(=O)C1(c2ccccc2)NC(c2ccccc2C)C2C(=O)N(c3ccc4c(c3)OCO4)C(=O)C21 (configuration not stated) | 2% | 5% | -7% | -25% | 0% | -9% | 2 | -7% | -3% | -2% | -4%
COc1ccc(NC(=O)C2CCC(CNC(=O)[C@@H]3Cc4ccccc4CN3)CC2)cc1 (some centres not stated) | 0% | -7% | 4% | 0% | 0% | 14% | 0 | -28% | 0%[9.26 µM] | 2% | 3%
Cc1nc2sccn2c(=O)c1S(=O)(=O)NC(C)c1ccccc1 (configuration not stated) | -9% | 2% | 2% | -14% | 0% | u | 4 | -2% | -2% | 8% | -3%
COc1ccccc1C1C2=C(CC(C)(C)CC2=O)Nc2nnnn21 (configuration not stated) | 0% | 6% | 9% | -29% | 1% | -5% | 1 | 5% | 1% | 0% | 0%
O=C(c1ccc(CS(=O)(=O)c2c(Cl)cccc2Cl)o1)N1CCCC1 | -1% | 9% | 8% | -9% | -1% | -7% | 4 | 12% | -8% | -3% | -1%
COc1ccc(OC)c(C2=NOC(C(=O)Nc3cc(C)on3)C2)c1 (configuration not stated) | -7% | -3% | -1% | -2% | 0% | 0% | 0 | -7% | -1% | -5% | 0%

Compounds were not picked by outcome. Share with any hit: about 15%.
